Compound activity from PubChem BioAssay.
TR SRC2 fluor cs: counter-screen for TRb-SRC2 inhibitors: fluorescence interference; TRb/SRC2 Texas Red total fluorescence interference; Potency, µM (highest dose often 106 µM), without a hit: at the top dose fluorescence change, negative = quenching; hit rate 0.29% among 280,000; active = well fitted curve in either direction with a large enough effect; inconclusive = small, poorly fitted or top-dose-only effect
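Human TRβ ligand-binding domain (0.6 uM) and Texas Red SRC2 peptide (20 nM) in Tris buffer with 1 uM T3 and 5% DMSO were incubated with pinned compound for 5 hr at ambient temperature. Total fluorescence was computed as S + 2P (555/632 nm).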
TRb-SRC2 inh: inhibitors of human thyroid hormone receptor beta-SRC2 interaction. TRbeta-SRC2 peptide binding, fluorescence polarization; receptor liganded with 1 µM T3. Potency, µM (top dose mostly 106 µM), for inactives: at the highest dose activity change, negative = inhibition, usual class: inhibitors. hit rate 0.065% among 280,000. AID 1469;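 note: plate controls were bound peptide for no effect and peptide without receptor for full effect; nearly all actives have a fitted effect of over 50% in size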
Target sequence (P10828 whole entry, looked up): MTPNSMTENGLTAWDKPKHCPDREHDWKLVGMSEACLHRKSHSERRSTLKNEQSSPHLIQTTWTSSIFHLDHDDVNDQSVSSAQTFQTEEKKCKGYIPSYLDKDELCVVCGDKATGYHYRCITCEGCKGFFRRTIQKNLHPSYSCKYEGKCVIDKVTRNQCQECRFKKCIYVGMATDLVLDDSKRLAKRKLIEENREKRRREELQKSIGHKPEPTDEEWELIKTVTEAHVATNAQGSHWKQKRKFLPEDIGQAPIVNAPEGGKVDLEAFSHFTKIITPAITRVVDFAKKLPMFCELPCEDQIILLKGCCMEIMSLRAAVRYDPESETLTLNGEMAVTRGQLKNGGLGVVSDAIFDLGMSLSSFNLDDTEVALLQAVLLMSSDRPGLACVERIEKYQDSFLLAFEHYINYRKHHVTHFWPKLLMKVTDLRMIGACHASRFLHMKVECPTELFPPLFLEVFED
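Binding of a 20-amino-acid Texas Red SRC2 peptide (20 nM) to TRb ligand-binding domain (0.6 uM) with agonist T3 at 1 uM was followed by fluorescence polarization after a 5 hr room-temperature incubation.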
JMJD2E inh: blocks human JMJD2E demethylase activity | hit rate 1.6% among 230,000 | JMJD2E catalytic domain, FDH-coupled NADH fluorescence (FDH is formaldehyde dehydrogenase) | AID 2147 | Potency, µM (doses to about 57.1 µM), for the others: top-dose activity change, negative = inhibition, hits mostly inhibitors | B2RXH2; active = well fitted inhibition curve with a large enough effect, not every such curve was filed as active; inconclusive = small, poorly fitted or top-dose-only effect, or another doubt; inactive = no such curve, though single readings can be large or run the other way;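 note: 0% = wells with enzyme and -100% = buffer wells without enzyme; nearly all actives have a fitted effect of over 50% in size; many of its hits are not listed in these tables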
L3MBTL1 block: inhibitors of human L3MBTL1; Q9Y468; AlphaScreen L3MBTL1–H3K9me1 peptide binding; Potency, µM (highest dose often 57.1 µM), without a hit: at the top dose activity, negative = inhibition, hits mostly inhibitors; hit rate 0.66% among 230,000; note: nearly all actives have a fitted effect of over 60% in size
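AlphaScreen proximity signal between nickel-chelate acceptor and streptavidin donor beads (final 10 ug/mL) reports binding of 50 nM L3MBTL1 to 75 nM biotin-H3 K9me1 peptide; complex incubated with compounds 30 min at room temperature; cefsulodin titration as control.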
Tau ThT inhib: blocks human tau fibril formation measured by thioflavin T | P10636 | recombinant tau K18 P301L (four-repeat tau fragment), heparin-induced fibrillization, ThT fluorescence | Potency, µM (highest dose often 57.4 µM), for the others: at the top dose activity, negative = inhibition, hits mostly inhibitors | hit rate 2.1% among 270,000; note: nearly all actives have a fitted effect of over 55% in size
Target sequence (P10636 561-689 P618L limits assumed): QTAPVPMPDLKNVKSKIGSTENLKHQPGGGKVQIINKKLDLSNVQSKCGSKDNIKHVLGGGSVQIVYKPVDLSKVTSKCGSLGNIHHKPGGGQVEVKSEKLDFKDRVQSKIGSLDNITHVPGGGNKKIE
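K18 P301L tau (15 uM + 0.24 uM Alexa 594-tagged), heparin 20 uM, NaOAc pH 7, 6 h 37 C; ThT 30 uM, 1 h RT, ex 450/em 510 nm.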
RECQ1 helicase: blocks DNA unwinding by human RECQ1; P46063; RECQ1 DNA unwinding, red fluorescence kinetic read; Potency, µM (highest dose often 57.3 µM), for inactives: at the top dose activity, negative = inhibition, hits mostly inhibitors; hit rate 0.54% among 240,000; AID 2549;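 note: plate controls were vehicle for no effect and no enzyme for full effect; nearly all actives have a fitted effect of over 30% in size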
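50 nM RECQ1T1 preincubated 15 min with compound in Tris pH 8.0 buffer with MgCl2, DTT, Tween-20 and 2.5 ug/ml poly(dI-dC); started with 200 nM TAMRA/BHQ-2 forked duplex and 2 mM ATP. Unwinding read as fluorescence (525/598 nm), two reads 2 h apart.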
RGS12 GoLoco inh: inhibitors of human Gai1-RGS12 GoLoco interaction (red fluorophore); P63096; Gai1:RGS12 GoLoco peptide FP, rhodamine, 10 min; Potency, µM (highest dose often 61.6 µM), for the others: at the highest dose activity, negative = inhibition, hits mostly inhibitors; hit rate 0.44% among 230,000; AID 880; active = well fitted inhibition curve with a large enough effect, not every such curve was filed as active; inactive = no such curve, though single readings can be large or run the other way; note: nearly all actives have a fitted effect of over 30% in size; many of its hits are not listed in these tables
Target sequence (P63096 whole entry, looked up): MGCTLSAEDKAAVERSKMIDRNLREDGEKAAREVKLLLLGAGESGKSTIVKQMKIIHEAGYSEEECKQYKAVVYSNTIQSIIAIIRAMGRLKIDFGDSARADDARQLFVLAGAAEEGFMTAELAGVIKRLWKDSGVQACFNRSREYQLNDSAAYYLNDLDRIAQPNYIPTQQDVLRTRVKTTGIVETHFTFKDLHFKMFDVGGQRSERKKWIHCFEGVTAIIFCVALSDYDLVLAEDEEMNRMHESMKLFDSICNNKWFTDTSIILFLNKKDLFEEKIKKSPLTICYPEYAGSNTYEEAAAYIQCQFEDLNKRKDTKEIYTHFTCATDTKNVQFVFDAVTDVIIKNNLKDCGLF
Tau fibril FP: tau fibrillization inhibition (FP). Potency, µM (series often up to 57.7 µM), for the others: top-dose activity, negative = inhibition, usual class: inhibitors. K18 P301L tau heparin fibrillization, Alexa594 FP, 6 h. P10636. hit rate 0.39% among 280,000; note: nearly all actives have a fitted effect of over 55% in size
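Quantitative HTS format: compounds meet 15 uM recombinant K18 P301L tau and Alexa 594-tau tracer in 100 mM sodium acetate pH 7; 20 uM heparin triggers fibrillization at 37 C over 6 hr; FP gives the signal.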
* = called active by the depositor; i = inactive; ? = inconclusive; . = no result given; & = joins results of further samples; [ ] = dose if it differs, or a comment. Unless noted, calls come from the whole dose curve; as a rule, active = well fitted curve in the direction sought with a large enough effect; inconclusive = small, poorly fitted or top-dose-only effect, or another doubt; inactive = no such curve, though single readings can be large; an effect the other way counts as inactive or inconclusive. Unless noted, % is set by controls: 0 for no effect and ±100 for the full control effect; potency is the fitted concentration of half-maximal effect. Some of the compounds tested. The share of hits here may be higher or lower than overall.

1. COc1ccc(OC)c(NC(=O)Cn2c(=O)n(Cc3ccccc3)c(=O)c3ccccc32)c1
2. N/C(=N\OC(=O)CCn1cccc(C(F)(F)F)c1=O)c1ccc(Cl)cc1
3. Cn1cc(/C=N/n2cnc3scc(-c4ccc(Cl)cc4)c3c2=O)c2ccccc21
4. Cc1cccc(-c2nc(CSCC(=O)NCCc3ccc(Cl)cc3)c(C)o2)c1
5. CSc1cc(-c2ccc(Cl)cc2)c(C(=O)NN)s1
6. COc1c(Cl)cc(-c2noc(C)c2C(=O)NCc2ccc3c(c2)OCO3)cc1Cl
7. Cc1nn(C(C)C(=O)Nc2sc3c(c2C#N)CCCC3)c(C)c1[N+](=O)[O-] (centres undefined)
8. NC(=S)NC(=O)c1ccccc1
9. Nc1cc(N)nc(SCC(=O)Nc2ccc(Br)cc2Cl)n1
10. COc1ccc(OC)c(NC(=O)c2ccc(Cl)cc2)c1

compound no.	1	2	3	4	5	6	7	8	9	10
TR SRC2 fluor cs	-2%	-2%	-4%	-6%	-4%	-2%	-6%	2%	-6%	-6%
TRb-SRC2 inh	-1%	-2%	-2%	-1%	0%	1%	-3%	-7%	-9%	-5%
JMJD2E inh	.	?	-28%	.	-1%	-3%	3%	-2%	-8%	-8%
L3MBTL1 block	.	-11%	-10%	.	-4%	6%	0%	2%	4%	-2%
Tau ThT inhib	0%	-17%	-14%	?	8%	-8%	-10%	-10%	-2%	-10%
RECQ1 helicase	.	-7%	-4%	.	6%	?	-5%	-9%	i	i
RGS12 GoLoco inh	.	-4%	16%	.	9%	7%	9%	8%	6.3µM*	12%
Tau fibril FP	-13%	-3%	-7%	11%	1%	-13%	-3%	0%	-7%	0%

Retrieved by structure from the entries so far (2):
8. NC(=S)NC(=O)c1ccccc1
9. Nc1cc(N)nc(SCC(=O)Nc2ccc(Br)cc2Cl)n1

compound no.	8	9
TR SRC2 fluor cs	2%	-6%
TRb-SRC2 inh	-7%	-9%
JMJD2E inh	-2%	-8%
L3MBTL1 block	2%	4%
Tau ThT inhib	-10%	-2%
RECQ1 helicase	-9%	i
RGS12 GoLoco inh	8%	6.3µM*
Tau fibril FP	0%	-7%

Other compounds follow.
11. Cc1nc(N2CCOCC2)c2c(C)c(C(=O)Nc3ccc(C(F)(F)F)cc3)sc2n1
12. Cc1noc(NS(=O)(=O)c2ccc(N/C=C/C(=O)c3ccccc3)cc2)c1C
13. CC1CCc2c(sc(NC(=O)C(=O)NCc3ccco3)c2C#N)C1 (centres undefined)
14. COc1ccccc1NC(=O)C(C)Sc1nnc2ccc3ccccc3n12 (centres undefined)
15. C/C(=C1/SC(N2CCOCC2)=NC1=O)c1ccc(Cl)cc1
16. O=c1[nH]c(SCc2ccc(Cl)cc2)nc2ccccc12
17. O=C(CCC(=O)N(CC(=O)NC1CCCCC1)Cc1cccs1)Nc1nccs1
18. CCOc1ccc(C(=O)N(Cc2ccc(C(C)C)cc2)Cc2ccco2)cc1
19. N=c1c(C(=O)NCc2ccc(F)cc2)cc2c(=O)n3ccccc3nc2n1Cc1cccnc1
20. CS(=O)(=O)N(CC(=O)Nc1cccc([N+](=O)[O-])c1)c1ccccc1

compound no.	11	12	13	14	15	16	17	18	19	20
TR SRC2 fluor cs	-3%	-6%	0%	1%	1%	1%	-4%	-1%	-3%	-2%
TRb-SRC2 inh	-7%	-15%	10%	-5%	9%	-5%	0%	2%	-10%	-1%
JMJD2E inh	?	-9%	8%	.	6%	-1%	-1%	.	?	?
L3MBTL1 block	.	.	.	.	-2%	9%	.	.	.	-6%
Tau ThT inhib	-1%	?	-9%	-10%	7%	3%	0%	?	-14%	-5%
RECQ1 helicase	-3%	10%	-11%	.	0%	-10%	3%	.	?	i
RGS12 GoLoco inh	-2%	-7%	-2%	.	-3%	2%	1%	.	11%	15%
Tau fibril FP	?	5%	0%	3%	4%	-4%	0%	1%	1%	-5%

Molecules listed so far that contain a furan ring, fused or not:
13. CC1CCc2c(sc(NC(=O)C(=O)NCc3ccco3)c2C#N)C1 (centres undefined)
18. CCOc1ccc(C(=O)N(Cc2ccc(C(C)C)cc2)Cc2ccco2)cc1

compound no.	13	18
TR SRC2 fluor cs	0%	-1%
TRb-SRC2 inh	10%	2%
JMJD2E inh	8%	.
L3MBTL1 block	.	.
Tau ThT inhib	-9%	?
RECQ1 helicase	-11%	.
RGS12 GoLoco inh	-2%	.
Tau fibril FP	0%	1%

Looked up above:
`CCOc1ccc(C(=O)N(Cc2ccc(C(C)C)cc2)Cc2ccco2)cc1` – Tau fibril FP: 1%
`CC1CCc2c(sc(NC(=O)C(=O)NCc3ccco3)c2C#N)C1` (centres undefined) – RECQ1 helicase: -11%

The results go on.
21. C#CCn1c(-c2cccs2)nc2ccccc21
22. COc1cc(NC(=O)C(CC(C)C)NS(=O)(=O)c2ccc3c(c2)CCCC(=O)N3)cc(OC)c1 (centres undefined)
23. CN(C)CCCCl
24. Cc1cc(C)n(-c2nnc(C)n2/N=C/c2ccc(O)cc2)n1
25. CCOc1ccc(N(CC)S(=O)(=O)c2ccc3c(c2)n(C)c(=O)c(=O)n3C)cc1
26. CCCCCCn1c(=O)c(Cc2ccccc2)c(O)c2ccccc21
27. CCOC(=O)N1CCN(C2CC(=O)N(c3ccc(C)cc3)C2=O)CC1 (centres undefined)
28. COc1ccc(C(=O)n2c(C)c(CCO)c(=O)n2C)cc1
29. Nc1nc(SCC(=O)NCc2ccccc2)n[nH]1
30. O=C(Cn1nc(-c2ccccc2)ccc1=O)Nc1ccc(NC(=O)c2ccccn2)cc1

compound no.	21	22	23	24	25	26	27	28	29	30
TR SRC2 fluor cs	9%	1%	-3%	0%	-4%	-1%	-1%	-1%	0%	1%
TRb-SRC2 inh	-1%	-5%	6%	3%	4%	-10%	-1%	1%	-12%	-4%
JMJD2E inh	-7%	.	.	5%	?	?	3%	-3%	4%	?
L3MBTL1 block	-4%	.	.	4%	4%	.	.	10%	3%	10%
Tau ThT inhib	-2%	2%	.	12%	-16%	-2%	-6%	-10%	2%	13%
RECQ1 helicase	0%	.	0%	16%	-8%	-1%	0%	-16%	i	-2%
RGS12 GoLoco inh	15%	.	15%	-8%	-4%	-2%	3%	0%	-3%	5%
Tau fibril FP	-4%[2.34 µM]	-12%	.	1%	-2%	-5%	-2%	-6%	4%	-12%

31. CCc1cccc(NC(=O)Cn2c(=O)n(CCC(=O)NCc3ccccc3Cl)c(=O)c3sccc32)c1
32. O=S(=O)(NCCN1CCOCC1)c1cccs1
33. CC(C)(C)CC(C)(C)NC(=O)c1ccccc1
34. Cc1ccc(S(=O)(=O)N2CCN(C(=O)c3cccc(F)c3)CC2)cc1
35. COc1ccc(/C=N/Nc2nc3ccccc3o2)cc1OC
36. COc1c(C=O)c(O)cc2c1C(=O)c1ccccc1C2=O
37. O=C1C2C3C=CC(C3)C2C(=O)N1c1cccc2cccnc12 (centres undefined)
38. CN(C(=O)CSc1nc2ccccc2n1Cc1cccc(C(F)(F)F)c1)c1ccccc1
39. NC(=O)[C@@H]1CC2(CC(c3cccc(NC(=O)[C@H]4CCC(=O)N4)c3)=NO2)CN1C(=O)c1ccc(Cl)cc1 (some centres undefined)
40. O=C(N1CCOCC1)N1CCN(c2ccc(F)cc2)CC1

compound no.	31	32	33	34	35	36	37	38	39	40
TR SRC2 fluor cs	1%	0%	-1%	-3%	-1%	?	-1%	0%	-1%	2%
TRb-SRC2 inh	15%	-7%	0%	-14%	-1%	1%&-1%	8%	0%	-5%	-4%
JMJD2E inh	.	-3%	-5%	2%	-1%	.	-5%	.	6%	-2%
L3MBTL1 block	.	17%	7%	.	.	.	-9%	.	.	.
Tau ThT inhib	?	1%	4%	-2%	?	7.9µM*	1%	?	5%	-3%
RECQ1 helicase	.	-4%	i	i	i	32%&31%[activator]	-3%	.	i	i
RGS12 GoLoco inh	.	1%	0%	7%	2%	-4%&-4%	5%	.	1%	5%
Tau fibril FP	?	0%	-8%	5%	5%	?	-1%	6%	-1%	-2%

41. Cn1nnnc1SCC(=O)N1c2ccccc2Sc2ccc(Cl)cc21
42. COc1ccc(Nc2ncnc3c2cnn3-c2cc(Cl)ccc2C)cc1OC
43. COc1ccc(OC)c(N=C(N)N=C(N)N)c1
44. C=CCN1c2ccccc2[C@]23C[C@@H](C(=O)OC)N(C(=O)C4CCC4)C2=NC(C(=O)OC)=C(C(=O)OC)[C@H]13
45. COc1ccc(C(=O)Nc2ccc(C)c(S(=O)(=O)N3CCCCCC3)c2)cc1
46. CCC(=O)Nc1cc(C(=O)OCC(=O)c2ccc(Cl)cc2Cl)ccc1C
47. COc1ccccc1NC(=O)Cn1c(=O)n(Cc2ccccc2)c(=O)c2ccccc21
48. CCOC(=O)c1sc2nc(C)nc(SCC(N)=O)c2c1C

compound no.	41	42	43	44	45	46	47	48
TR SRC2 fluor cs	6%	-2%	-7%	-1%[11.2 µM]	-7%	2%	-1%	3%
TRb-SRC2 inh	2%	-4%	-2%	6%[11.2 µM]	1%	7%	-9%	0%
JMJD2E inh	8%	.	1%	6%[11.4 µM]	?	-6%	.	-3%
L3MBTL1 block	2%	.	4%	.	.	2%	.	8%
Tau ThT inhib	-23%	-13%	7%	-14%[11.5 µM]	-8%	-4%	-1%	-6%
RECQ1 helicase	-5%	.	i	?	-4%	-3%	.	-9%
RGS12 GoLoco inh	-1%	.	9%	-1%[14.2 µM]	0%	2%	.	4%
Tau fibril FP	8%	?	-3%	-2%[11.6 µM]	?	-11%	?	-3%
